Hsp90 Hop PPI: changes Hsp90-Hop TPR2A binding signal, up or down; AlphaScreen TPR2A-His6 binding biotin-Hsp90 C-terminal peptide; Potency, µM (titrated, usually from 57 µM), without a hit: top-dose activity change, negative = inhibition; 71,000 compounds, 0.44% hits; AID 595; active = well fitted curve in either direction with a large enough effect; inconclusive = small, poorly fitted or top-dose-only effect, or another doubt; also: potency is read from the fitted curve at half-maximal effect; % is scaled to controls: 0 for no effect and ±100 for the full control effect; many of its hits are not listed in these tables
HBB splicing: alters splicing of the hemoglobin beta chain | HBB splicing reporter cell assay, activation; EGFP reporter with mutant IVS2-654 intron; response scale: normalised to 500 nM splice-correcting PNA | 65,000 compounds, 0.06% hits | Potency, µM (titrated, usually from 46.1 µM), for inactives: top-dose activation, hits mostly activators | AID 925; also: potency is read from the fitted curve at half-maximal effect; 0% is about no effect
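HeLa cells stably expressing EGFP interrupted by mutant beta-globin intron 2 (IVS2-654), 500/well in 2% FCS. Treated with compound for 2 days at 37C. Splicing correction scored as total well GFP intensity (488 nm excitation, 500-520 nm emission); 500 nM antisense PNA served as control.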
FLuc inh: inhibitors of firefly luciferase; AID 411; Potency, µM (doses to about 57.1 µM), for inactives: at the highest dose activity change, negative = inhibition, hits mostly inhibitors; 72,000 compounds, 2.2% hits; purified firefly luciferase, luminescence, 8 min; also: potency is read from the fitted curve at half-maximal effect; % is scaled to controls: 0 for no effect and ±100 for the full control effect; nearly all actives have a fitted effect of over 40% in size
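Substrate buffer containing 10 uM ATP (pH 7.2 imidazole, Mg2+, KCl, detergent, BSA) is dispensed, compound pinned in, then luciferase/luciferin detector mix added. After 8 min at ambient temperature, light output is measured.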
Ub-GFP proteasome: ubiquitin-GFP accumulation via proteasome inhibition; Potency, µM (titrated, usually from 45.9 µM), for inactives: top-dose activation (GFP accumulation), most hits filed as activators; 67,000 tested, under 10 active; Ubiquitin-GFP reporter cells, proteasome inhibition, GFP fluorescence; response scale: untreated = 0%, 10 µM MG-132 = 100%; AID 526; active = well fitted activation curve with a large enough effect, not every such curve was filed as active; inconclusive = small, poorly fitted or top-dose-only effect, or another doubt; inactive = no such curve, though single readings can be large or run the other way; also: potency is read from the fitted curve at half-maximal effect
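U2OS cells expressing ubiquitin(G76V)-GFP, seeded overnight in 0.5% FBS medium, then treated 4 hr at 37 C across 46 uM to 2.9 nM. GFP-positive cells counted by laser cytometry (488 ex/515 em); %activity scaled between basal and 10 uM MG-132.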
CRE-bla Fsk: CRE-bla signaling modulation under forskolin stimulation. CHO CRE-bla reporter (cAMP response element driving beta-lactamase), forskolin EC10, beta-lactamase ratio. Potency, µM (titrated, usually from 38.2 µM), without a hit: at the highest dose activity change, negative = inhibition, usual class: activators. 71,000 compounds, 2.5% hits; active = well fitted activation curve with a large enough effect in the signal ratio, with a control signal flat, not every such curve was filed as active; inconclusive = small, poorly fitted or top-dose-only effect, or effect the other way, or a change in a side signal; the % refers to the signal ratio; also: potency is read from the fitted curve at half-maximal effect; % of control where 0% means no effect
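Using CellSensor CRE-bla CHO cells in Opti-MEM with 0.5% dialyzed FBS, compounds were titrated with EC10 NKH 477 for 3 h at 37 °C. CCF4 ratio (460/530 nm) gave %Activity; AC50 derived.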
DNA Pol III inh: blocks replication by bacterial DNA polymerase III holoenzyme; reconstituted DNA polymerase III holoenzyme replication, biochemical; Potency, µM (top dose mostly 57.1 µM), without a hit: at the highest dose activity change, negative = inhibition; 71,000 compounds, 0.25% hits; AID 603; also: potency is read from the fitted curve at half-maximal effect; % is scaled to controls: 0 for no effect and ±100 for the full control effect
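Reconstituted *E. coli* holoenzyme (0.35 nM Pol III, 1 nM beta, 154 nM SSB, 2 nM primase) was preincubated with compound for 15 min at RT. Synthesis on 1.4 nM ssM13Gori ran 35 min, then was stopped with PicoGreen/EDTA and read as dsDNA fluorescence.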
ALOX15 inhib: blocks human 15-lipoxygenase activity; AID 887; 74,000 compounds, 1.4% hits; Potency, µM (doses to about 57.1 µM), for the others: top-dose activity change, negative = inhibition, usual class: inhibitors; P16050; purified 15hLO-1, xylenol orange hydroperoxide absorbance; also: potency is read from the fitted curve at half-maximal effect; % is scaled to controls: 0 for no effect and ±100 for the full control effect; nearly all actives have a fitted effect of over 55% in size
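40 nM 15hLO-1 + cpd, 15 min RT; start w/ 50 uM AA (final), 6 min RT; stop/detect w/ 200 uM XO + 300 uM Fe(II) in 50 mM H2SO4, 30 min; A573/A405. Buffer 25 mM Hepes pH 7.5, 0.01% Triton X-100. No-enzyme wells as negative control.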
ERK AVP block: inhibitors of vasopressin-stimulated ERK signaling pathway | 72,000 compounds, 0.99% hits | Potency, µM (highest dose often 57.5 µM), for inactives: at the highest dose activity, negative = inhibition, hits mostly inhibitors | HEK293-V1b, vasopressin-stimulated pERK AlphaScreen | AID 995; also: potency is read from the fitted curve at half-maximal effect; % is scaled to controls: 0 for no effect and ±100 for the full control effect; nearly all actives have a fitted effect of over 55% in size
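qHTS, compounds titrated on V1b-expressing HEK293 cells. Preincubation 30 min at 37C, vasopressin 25 nM for 5 min, lysis 10 min, bead incubation 5 hr at room temperature.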
Tau filament bind: binds recombinant human tau filaments; P10636; recombinant tau filaments, thioflavin S fluorescence, 15 h; filaments grown with octadecylsulfate alongside compound; Potency, µM (series often up to 57.1 µM), inactives show at the top dose activity change, negative = inhibition; 71,000 compounds, 2% hits;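 also: potency is read from the fitted curve at half-maximal effect; % is scaled to controls: 0 for no effect and ±100 for the full control effect; actives lower thioflavin S fluorescence by blocking filaments or displacing dye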
Target sequence (P10636 whole entry, looked up): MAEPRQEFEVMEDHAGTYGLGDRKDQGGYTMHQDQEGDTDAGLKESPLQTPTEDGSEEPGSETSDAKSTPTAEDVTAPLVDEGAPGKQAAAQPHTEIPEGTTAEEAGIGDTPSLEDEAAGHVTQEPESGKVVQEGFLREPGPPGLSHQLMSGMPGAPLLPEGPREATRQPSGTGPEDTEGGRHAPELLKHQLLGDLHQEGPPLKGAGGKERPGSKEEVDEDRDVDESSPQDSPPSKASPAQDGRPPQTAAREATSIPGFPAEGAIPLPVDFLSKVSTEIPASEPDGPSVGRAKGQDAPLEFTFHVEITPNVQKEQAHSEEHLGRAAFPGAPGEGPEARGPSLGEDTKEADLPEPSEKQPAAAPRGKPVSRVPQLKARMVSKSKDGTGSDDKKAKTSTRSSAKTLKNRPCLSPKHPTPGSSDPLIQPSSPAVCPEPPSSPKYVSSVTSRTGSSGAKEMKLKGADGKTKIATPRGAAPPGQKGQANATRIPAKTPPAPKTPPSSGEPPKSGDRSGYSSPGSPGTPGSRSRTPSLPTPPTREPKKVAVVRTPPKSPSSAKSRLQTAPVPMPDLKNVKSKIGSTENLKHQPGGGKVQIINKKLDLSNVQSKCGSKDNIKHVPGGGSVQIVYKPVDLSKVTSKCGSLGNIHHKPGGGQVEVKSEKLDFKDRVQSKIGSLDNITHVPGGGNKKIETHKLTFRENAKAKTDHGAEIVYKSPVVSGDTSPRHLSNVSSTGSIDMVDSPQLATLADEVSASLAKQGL
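Thioflavine S fluorescence (ex 450, em 510 nm) reports filaments formed from 1 uM human tau plus 30 uM ODS over 15 h at 37 C (10 mM HEPES pH 7.4, 100 mM NaCl, 5 mM DTT); compounds displacing dye or blocking filaments lower signal.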
Epigenetic mod: derepresses silenced GFP locus in mouse C127i cells; mouse C127i GFP locus derepression, cytometry, 30 h; Potency, µM (top dose mostly 46.1 µM), inactives show top-dose GFP derepression (activation); 68,000 compounds, 0.09% hits; also: % of control where 0% means no effect
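Derepression screen: silenced CMV-GFP reporter in murine C127i cells, 30 h compound incubation at 37 C, washed cells imaged by laser-scanning cytometer to enumerate GFP-expressing objects of 20 to 120 um.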
HADH2 inh: blocks human hydroxyacyl-CoA dehydrogenase type II. Q99714. recombinant HADH2, NADH fluorescence, beta-hydroxybutyryl-CoA. Potency, µM (series often up to 57.1 µM), inactives show top-dose activity change, negative = inhibition, actives largely listed as inhibitors. 73,000 compounds, 3.4% hits. AID 886; also: potency is read from the fitted curve at half-maximal effect; % is scaled to controls: 0 for no effect and ±100 for the full control effect; nearly all actives have a fitted effect of over 60% in size; many of its hits are not listed in these tables
Target sequence (Q99714 whole entry, looked up, one chain of several): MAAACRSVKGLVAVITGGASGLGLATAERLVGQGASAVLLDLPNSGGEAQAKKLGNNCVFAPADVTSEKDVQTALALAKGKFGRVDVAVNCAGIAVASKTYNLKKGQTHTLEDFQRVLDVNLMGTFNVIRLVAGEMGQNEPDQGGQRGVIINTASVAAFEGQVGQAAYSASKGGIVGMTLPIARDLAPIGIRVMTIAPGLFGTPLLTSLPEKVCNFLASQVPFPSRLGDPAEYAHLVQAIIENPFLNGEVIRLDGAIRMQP
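Read-out: 360 nm excitation, 450 nm emission, kinetic over 4 min. Conditions: His-tagged human HADH2 20 nM, pH 9.0 Tris with Tween-20, 1 mM NAD+, 90 uM beta-hydroxybutyryl-CoA.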
Numbers without * were called inactive; i = inactive; ? = inconclusive; / = not tested or not shown; [ ] = remark or other dose. Unless noted, calls follow the shape of the dose curve; as a rule, active = well fitted curve in the direction sought with a large enough effect; inconclusive = small, poorly fitted or top-dose-only effect, or another doubt; inactive = no such curve, though single readings can be large; an effect the other way counts as inactive or inconclusive. Some of the compounds tested. The share of hits here may be higher or lower than overall.

SMILES	Hsp90 Hop PPI	HBB splicing	FLuc inh	Ub-GFP proteasome	CRE-bla Fsk	DNA Pol III inh	ALOX15 inhib	ERK AVP block	Tau filament bind	Epigenetic mod	HADH2 inh
COCC(=O)N1CCC2(CCCN(Cc3ccccc3OC)C2)CC1	-10%	0.8%	-1%[11.4 µM]	-4%	-2%	2%	8%	8%	-5%	0%[9.22 µM]	5%
COC(=O)NCC(c1cccnc1)N1CCN(c2ccccc2F)CC1 (centres undefined)	-5%	-0.9%	1%	-4%	4%	3%	5%	/	2%	/	-12%
Cc1nc2[nH]c(=O)c3c(n2n1)NC1=C(C(=O)CC(C)(C)C1)C3c1ccccc1 (centres undefined)	-1%	1.5%[57.5 µM]	3%	1%	?	-3%	11%	-20%	i	-3%	-20%
CCOC(=O)CC(=O)CSc1nnc2c(n1)[nH]c1ccccc12	-8%	/	-4%	-6%	?	-5%	-17%	?	?	-2%	1%
Cc1nc(CNS(=O)(=O)c2cc(F)ccc2F)cs1	2%	-0.2%	-1%	-3%	0%	-5%	1%	-15%	-6%	0%	1%
CC(=O)OC[C@H]1O[C@@H](O/N=C(\C)CCN2CCCc3nc(C)c(C)cc32)[C@H](OC(C)=O)[C@@H](OC(C)=O)[C@H]1OC(C)=O	/	3.3%[9.22 µM]	1%[11.4 µM]	/	/	/	3%[11.4 µM]	8%[11.5 µM]	/	/	-2%[11.4 µM]
O=C(CSCc1cnn(-c2ccccc2)c1-n1cccc1)NCC1CCCO1 (centres undefined)	-2%	-2.2%	1%	-11%	9%	-4%	3%	17%	-4%	0%	1%
Cc1ccc(CC(=O)Nc2nncs2)cc1	0%	0.4%[57.5 µM]	4%	6%	-1%	-2%	11%	-14%	-14%	-2%	-6%
O=C(CSc1nnc(CNC(=O)c2c(F)cccc2Cl)o1)NCc1ccc2c(c1)OCO2	?	-0.4%	0%	-6%	-7%	2%	5%	12%	-5%	-2%	-7%
CC1CCN(CC[C@H]2CCCN2S(=O)(=O)c2cccc(O)c2)CC1	-3%	/	-5%	-7%	-26%	-8%	-1%[25.6 µM]	12%	?	1%	13%
COc1ccccc1N1CCN(Cc2cc(Br)c(O)c3ncccc23)CC1	-11%[2.3 µM]	-1.5%	6%	-9%	?	-4%	8%	?	-10%	/	?
O=C1c2[nH]nc(-c3ccccc3O)c2C(c2cccc(Cl)c2)N1CC1CCCO1 (centres undefined)	-7%	-0.1%[0.369 µM]	2%	2%	?	-10%	?	-15%	-1%	0%	-3%
CCc1nnc(NC(=O)CCC(=O)NCC2CCCO2)s1 (centres undefined)	-10%	-1.0%	-1%	-5%	0%	-16%	7%	-5%	-3%	0%	6%
O=C(NCc1ccccc1F)c1cccs1	1%	-2.1%	2%	0%	-5%	-4%	-3%	-1%	-13%	0%	-15%
COc1ccc(C(=O)n2c(-c3ccco3)nc3ccccc32)cc1	4%	0.8%[1.84 µM]	-4%	4%	?	-1%	?	-16%	12%	0%	20%
COc1cccc(NC(=O)CSc2ccccn2)c1	-3%	-2.4%[57.5 µM]	-21%	-12%	?	1%	11%	0%	-2%	-2%	8%
CN(C)C(=O)Cn1c(SCC(=O)NC2CCCCC2)nc2ccccc21	1%	-0.1%[57.5 µM]	-1%	-1%	-2%	-3%	3%	-20%	6%	4%	15%
O=c1[nH]cnc2c1C1(CCCC1)Cc1ccccc1-2	-2%	0.6%[9.22 µM]	-2%	-25%	-18%	-13%	-13%	?	18%	-2%	-25%
COC1(OC)N=C(N)C2(C#N)C(c3ccc(C)cc3)C12C#N (centres undefined)	-8%	-0.8%	0%	-3%	-7%	10%	-7%	12%	-2%	4%	9%
CCN1CCN(C(c2cc(OC)c(OC)c(OC)c2)c2nnnn2C(C)C)CC1 (centres undefined)	-5%	/	2%	-6%	5%	1%	2%	7%	4%	4%	2%
COCCn1c(C)cc(C(=O)CSc2nnc(C)s2)c1C	-7%	-0.2%	10µM*	-7%	-1%	-2%	2%	-12%	9%	0%	-1%
O=C(NCCCN1CCCCC1)c1ccc2c(c1)NC(=O)C(N1CCCCC1)S2 (centres undefined)	2%	-1.4%	2%	11%	?	9%	4%	10%	-5%	1%	4%
CCc1ccc(NC(=O)CSc2nc3cc(C(=O)OC)ccc3c(=O)n2Cc2ccco2)cc1	-3%	2.6%	2%	16%	-4%	-10%	-4%	-11%	26%	5%	15%
COc1ccc2[nH]cc(C(=O)CN3CCN(C/C=C/c4ccccc4)CC3)c2c1	-6%	4.1%[1.84 µM]	-1%	11%	?	-1%	-19%	?	-7%	-2%	3%
COc1ccccc1-n1cnnc1SCC(=O)c1ccc[nH]1	-4%	0.7%	3%	0%	?	6%	7%	6%	-4%	2%	-20%
CCn1cc(C(=O)NCC2CCCO2)c(=O)c2cc(S(=O)(=O)N(C)C3CCCCC3)ccc21 (centres undefined)	-1%[2.3 µM]	0.0%	2%	-21%	2%	-10%	3%	-23%	11%	/	-1%
CCOC(=O)C1CCCn2c1nc1sc3c(c1c2=O)CCCC3 (centres undefined)	0%	1.2%	2%	0%	?	-6%	-6%	-26%	-6%	-3%	-18%
COCCn1c(=O)c(C)nc2cnc(N3CCN(C)CC3)nc21	-3%	0.8%	2%[11.4 µM]	1%	9%	1%	-7%	-7%	9%	2%[9.22 µM]	24%
CCOC(=O)c1ccccc1NC(=O)COC(=O)C1=COCCO1	-2%	2.4%	-2%	-5%	?	-2%	6%	-8%	10%	2%	-1%
CCCCN1C(=O)C(O)(CC(=O)c2ccco2)c2cc(Br)ccc21 (centres undefined)	-2%[2.3 µM]	-0.7%	-5%	7%	-10%	-1%	-5%	-20%	-4%	/	-1%
CC(NC(=O)CSc1n[nH]c(=O)n1C1CC1)C12CC3CC(CC(C3)C1)C2 (centres undefined)	-14%	0.1%[57.5 µM]	3%	1%	8%	0%	4%	-7%	-2%	0%	21%
COCCNC(=O)C(c1cccs1)N(C(=O)Cn1nnc2ccccc21)c1cccc(C)c1 (centres undefined)	-5%	0.8%	4%	1%	-11%	-6%	3%	-6%	-5%	0%	16%
CCOC(=O)C1CCN(S(=O)(=O)c2nc3nc(C)cc(C)n3n2)CC1	-3%	-0.2%	4%	-4%	2%	-6%	6%	13%	7%	4%	3%
O=C1O[C@H]([C@@H](O)CO)C(O)=C1O	-4%	0.1%	/	/	4%	-3%	0%	-5%	11%	/	-11%
Cc1c(N(C)C(=O)c2ccccc2F)c(=O)n(-c2ccccc2)n1C	1%	-5.6%	0%	4%	0%	0%	3%	4%	12%	-2%	?
O=C(CCCOc1ccccc1)Nc1nncs1	-4%	/	-1%	-5%	-6%	0%	-7%	-20%	5%	-1%	-17%
CS(=O)(=O)N(CC(=O)NCC1CCCO1)Cc1ccc(Cl)cc1 (centres undefined)	-4%	1.9%	2%	10%	-2%	-6%	-2%	4%	-9%	-3%	1%
Cc1ccc(C)c(N(CC(=O)NCCSCc2ccco2)S(C)(=O)=O)c1	-4%	3.9%	0%	-9%	?	-4%	7%	0%	12%	-1%	-3%
Cc1cc(Cl)c(S(=O)(=O)NCc2cccnc2)cc1OCC(N)=O	-4%	2.3%	0%	0%	0%	-5%	-3%	-17%	-6%	0%	-26%
CCCCN(C)CCCNC(=O)CC1Oc2ccccc2NC1=O (centres undefined)	-2%[2.3 µM]	-0.3%	0%	-10%	-8%	2%	-5%	-4%	-4%	/	?
Clc1ccccc1-c1cncnc1NCCN1CCOCC1	-7%	0.7%	1%[2.29 µM]	5%	10%	-2%	10%	6%	0%	3%[9.22 µM]	-1%

Compound activity deposited in PubChem BioAssay by National Center for Advancing Translational Sciences (NCATS).
